# SNCA expr inhib: reduces expression of the alpha-synuclein gene; HEK-293 SNCA-luciferase knock-in, luminescence, 24 h; Potency, µM (top dose mostly 57.2 µM), for inactives: top-dose activity change, negative = inhibition, actives largely listed as inhibitors; 140,000 compounds, 0.17% hits; AID 1671194;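 further: plate controls were DMSO cells for no effect and cell-free wells for full effect; nearly all actives have a fitted effect of over 45% in size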
# SNCA viab count: cell viability loss counter-screen | AID 1671193 | Potency, µM (titrated, usually from 57.1 µM), inactives show at the top dose activity change, negative = cytotoxicity, hits mostly cytotoxic | HEK-293-SNCA-luc viability, GF-AFC fluorescence, 24 h | 150,000 compounds, 0.12% hits;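 further: 0% = DMSO-treated cells and -100% = medium-only wells without cells; nearly all actives have a fitted effect of over 30% in size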
#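 Cytotoxicity counterscreen: after 24 h compound treatment of genome-edited SNCA-luciferase HEK-293 cells, live-cell protease substrate GF-AFC read by fluorescence after 30 min; activity scaled between DMSO (0%) and medium-only (-100%), curves Hill-fitted.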
# The depositor's hits bear a star; ? = inconclusive; [ ] = another dose, or the depositor's remark. The call rests on the fitted dose curve; in most records, active means well fitted curve in the direction sought with a large enough effect; inconclusive means small, poorly fitted or top-dose-only effect, or another doubt; inactive means no such curve, though single readings can be large; an effect the other way counts as inactive or inconclusive. Potency means the concentration at half of the fitted maximal effect. This is a subset (hit frequency here may not be typical).
SMILES,SNCA expr inhib,SNCA viab count
N#CCCn1c(=O)c(-c2ccc(F)cc2)nc2cnc(N3CCNCC3)nc21,7%,?
O=C(c1csnn1)N1CCC2(CCN(Cc3cc(C(F)(F)F)cc(C(F)(F)F)c3)CC2)CC1,9%,0%
COc1ccc(NC(=O)N2CCCC3(CCN(C(=O)c4cnccn4)CC3)C2)cc1,-2%,-13%
CN(C)c1ncc2nc(-c3ccccc3)c(=O)n(C3CC3)c2n1,62%[activator],?
CN1CCN(c2cc(-c3ccoc3)ncn2)CC1,-12%,0%
COc1ccc(NC(=O)N2CC3(CCN(C(=O)c4cc(C(F)(F)F)cc(C(F)(F)F)c4)CC3)C2)cc1,11%,-12%
N#CCCn1c(=O)c(CCc2ccccc2)nc2cnc(Oc3ccccc3)nc21,-19%,-12%
Cn1c(=O)c(-c2ccc(Cl)cc2)nc2cnc(Oc3ccccc3)nc21,-20%,?
COc1cccc(-c2cc(NCc3ccccc3)ncn2)c1,92%[activator],3%
O=C(Oc1ccccc1)N1CCC2(CC1)CCN(c1ccccc1)CC2,-7%,8%
COCCNc1ccnc(-c2ccccc2C(F)(F)F)n1,7%,-7%
Cc1cccc(CNc2ncncc2-c2cccnc2)c1,5%,10%
O=C(c1ccncc1)N1CCC[C@@]2(CCN(c3ncccn3)C2)C1,19%,-4%
COCC(=O)N1CCC2(CCN(Cc3ccccc3OC)CC2)CC1,52%[activator],-8%
Clc1ccccc1-c1cc(NCc2ccccc2)ncn1,34%[activator],-1%

# A stretch from further up, for reference:
SMILES,SNCA expr inhib,SNCA viab count
N#CCCn1c(=O)c(-c2ccc(F)cc2)nc2cnc(N3CCNCC3)nc21,7%,?
O=C(c1csnn1)N1CCC2(CCN(Cc3cc(C(F)(F)F)cc(C(F)(F)F)c3)CC2)CC1,9%,0%
COc1ccc(NC(=O)N2CCCC3(CCN(C(=O)c4cnccn4)CC3)C2)cc1,-2%,-13%
CN(C)c1ncc2nc(-c3ccccc3)c(=O)n(C3CC3)c2n1,62%[activator],?
CN1CCN(c2cc(-c3ccoc3)ncn2)CC1,-12%,0%
COc1ccc(NC(=O)N2CC3(CCN(C(=O)c4cc(C(F)(F)F)cc(C(F)(F)F)c4)CC3)C2)cc1,11%,-12%
N#CCCn1c(=O)c(CCc2ccccc2)nc2cnc(Oc3ccccc3)nc21,-19%,-12%

# Other results
SMILES,SNCA expr inhib,SNCA viab count
CC(C)NC(=O)N1CC[C@@]2(CCCN(C(=O)c3ccco3)C2)C1,-16%,1%
O=C(c1ccncc1)N1CCC2(CC1)CCN(c1ccncc1)CC2,-27%,-6%
COCCNc1cc(-c2ccccc2C)ncn1,16%,3%
COC(=O)N1CCC2(CCCN(Cc3ccccc3)C2)CC1,17%,5%
O=C(Oc1ccccc1)N1CCC2(CCCN(c3ccncc3)C2)CC1,7%,-10%
CS(=O)(=O)N1CCC[C@@]2(CCN(C(=O)Nc3cccc(F)c3)C2)C1,10%,0%
O=C(c1ccncc1)N1CCC2(CCCN(c3ccc(-c4ccccc4)cc3)C2)CC1,8%,-5%
CCNc1ncc2nc(-c3cccs3)c(=O)n(Cc3ccc(F)cc3)c2n1,22%,?
COc1ccc(Oc2ncc3nc(-c4ccccc4)c(=O)n(C4CC4)c3n2)cc1,-23%,-16%
Cn1cccc1C(=O)N1CCC[C@@]2(CCN(C(c3ccccc3)c3ccccc3)C2)C1,-7%,3%
CS(=O)(=O)N1CCC[C@@]2(CCN(c3ccccc3)C2)C1,-23%,-14%
Cc1cccc(CNc2ncnc3ccc(-c4cccc(C#N)c4)cc23)c1,-6%,-6%
O=C(c1cc(C(F)(F)F)cc(C(F)(F)F)c1)N1CCC2(CC1)CN(c1ccncc1)C2,0%,0%
CC(=O)NCCNc1ncnc2ccc(-c3ccoc3)cc12,-3%,-13%
Cn1c(=O)c(-c2ccccc2)nc2cnc(Nc3ccccc3)nc21,22%,-2%
COCCn1c(=O)c(-c2ccc(F)cc2)nc2cnc(N3CCOCC3)nc21,-16%,?
CS(=O)(=O)Nc1cccc(-c2nc(NCc3ccccc3)c3ccccc3n2)c1,8%,-15%
COc1cccc(Cn2c(=O)c(C)nc3cnc(Oc4cccc(Cl)c4)nc32)c1,?,-13%
O=C(c1cccc(F)c1)N1CCC[C@@]2(CCN(Cc3ccncc3)C2)C1,1%,2%
O=S(=O)(c1ccccc1)N1CCC2(CCCN(Cc3ccncc3)C2)CC1,-3%,-5%
CS(=O)(=O)Nc1cccc(-c2ccc3ncnc(N4CCNCC4)c3c2)c1,119%[activator],-11%
Cc1cnc(CNc2ncnc3ccc(-c4ccccc4C)cc23)cn1,-21%,12%
CN1CCC2(CC1)CCN(C(=O)c1ccncc1)CC2,-8%,-7%
c1ccc(CNc2cc(-c3cccnc3)ncn2)cc1,15%,2%
Cn1cccc1C(=O)N1CCC2(CCN(Cc3ccncc3)CC2)CC1,-25%,-13%
O=C(c1cccc(F)c1)N1CCC[C@@]2(CCN(c3ncccn3)C2)C1,-5%,-19%
Clc1ccccc1-c1cncnc1NCc1cccs1,-1%,3%
CNc1ncnc2ccc(-c3cccc(OC)c3)cc12,47%[activator],?
O=c1c(-c2cc(F)cc(F)c2)nc2cnc(N3CCOCC3)nc2n1CCc1ccccc1,12%,22%
Cn1cc(-c2nc3cnc(N4CCOCC4)nc3n(CCC#N)c2=O)c2ccccc21,-20%,?
CN(C)c1ccc(-c2cc(NCc3cccnc3)ncn2)cc1,3%,-4%
c1ccc(Nc2nc(-c3ccc4c(c3)OCO4)nc3ccccc23)cc1,-9%,-8%
Cn1c(=O)c(-c2cc(F)cc(F)c2)nc2cnc(Oc3cccc(Cl)c3)nc21,6%,-3%
N#Cc1ccccc1-c1ccc2ncnc(N3CCNCC3)c2c1,19%,7%
O=c1c(CCc2ccccc2)nc2cnc(N3CCOCC3)nc2n1-c1ccccc1,-5%,-26%
O=C(Oc1ccccc1)N1CCC2(CCCN(c3ccccn3)C2)CC1,-10%,-8%
Cc1noc(C)c1-c1cc(N2CCNCC2)ncn1,12%,4%
COc1ccc(C(=O)N2CCC3(CCCN(C(=O)Nc4cccc(C#N)c4)C3)CC2)cc1,-3%,-10%
CC(C)CN1CCC2(CC1)CCN(C(=O)c1ccco1)CC2,10%,-4%
O=C(c1ccncc1)N1CCC2(CC1)CN(c1cccc(-c3ccccc3)c1)C2,?,-7%
Cn1cccc1C(=O)N1CCC2(CC1)CN(C(=O)Nc1ccccc1)C2,2%,6%
COCCn1c(=O)c(C)nc2cnc(Nc3cccc(OC)c3)nc21,23%,-3%
O=c1c(-c2ccccc2)nc2cnc(N3CCOCC3)nc2n1CCc1ccccc1,40%[activator],?
Cc1nc2cnc(Oc3cccc(Cl)c3)nc2n(CCc2ccccc2)c1=O,?,-19%
COc1ccc(-c2nc3cnc(N4CCNCC4)nc3n(-c3ccccc3)c2=O)cc1,11%,?
c1cncc(-c2ccc3ncnc(NCCN4CCOCC4)c3c2)c1,35%[activator],-14%
O=C(c1cc(C(F)(F)F)cc(C(F)(F)F)c1)N1CCC[C@@]2(CCN(c3ccncc3)C2)C1,-18%,-2%
O=c1c(-c2ccc(F)cc2)nc2cnc(N3CCOCC3)nc2n1-c1ccccc1,39%[activator],?
CN(C)c1ccc(-c2ccc3ncnc(NC4CC4)c3c2)cc1,22%,-17%
COc1cccc(-c2cncnc2Nc2ccccc2)c1,-8%,-16%
COC(=O)N1CCC2(CC1)CCN(c1ccncc1)CC2,-16%,8%
COC(=O)N1CCC[C@@]2(CCN(Cc3nccs3)C2)C1,-17%,-11%
CN(Cc1ccco1)c1ncncc1-c1ccc2c(c1)OCO2,-16%,5%
CN(C)C(=O)c1ccc(-c2ccc3ncnc(NCc4cccs4)c3c2)cc1,-7%,-12%
CN1CCN(c2ncc3nc(-c4cccc(C#N)c4)c(=O)n(C)c3n2)CC1,27%,?
O=C(Nc1ccccc1)N1CCC2(CCNCC2)CC1,-7%,-1%
COc1ccc2[nH]cc(CCNc3nc(-c4ccoc4)nc4ccccc34)c2c1,-5%,-2%
COc1ccc2[nH]cc(CCNc3ncncc3-c3ccc(N(C)C)cc3)c2c1,?,3%
O=C(c1cccc(F)c1)N1CCC2(CCCN(c3ccccn3)C2)CC1,-17%,-5%
FC(F)(F)c1ccccc1-c1nccc(N2CCNCC2)n1,-18%,5%

# Other records follow:
SMILES,SNCA expr inhib,SNCA viab count
CN(Cc1ccco1)c1ncncc1-c1ccccc1Cl,0%,-13%
CC(=O)N1CCC2(CCCN(Cc3nccs3)C2)CC1,14%,0%
O=C(c1csnn1)N1CCC2(CCN(Cc3ccccc3)CC2)CC1,3%,-6%
COCC(=O)N1CCC2(CC1)CCN(c1cccc(-c3ccccc3)c1)CC2,-3%,-8%
COc1ccccc1CN1CC2(CCN(C(=O)c3cc(C(F)(F)F)cc(C(F)(F)F)c3)CC2)C1,10%,-17%
COc1ccc(CNc2nc(-c3ccc(C(=O)N(C)C)cc3)nc3ccccc23)c(OC)c1,64%[activator],-1%
Cn1c(=O)c(-c2ccccc2)nc2cnc(N3CCNCC3)nc21,33%[activator],?
COCCNc1nc(-c2ccc(C(=O)N(C)C)cc2)nc2ccccc12,2%,-3%
c1ccc(C(c2ccccc2)N2CCC3(CCNCC3)CC2)cc1,2%,-11%
COc1ncc2nc(-c3cc(F)cc(F)c3)c(=O)n(C)c2n1,1%,-5%
Cc1cccc(CNc2cc(-c3cccc(NS(C)(=O)=O)c3)ncn2)c1,-25%,3%
CN(C)Cc1ccccc1-c1nc(NCc2ccccc2)c2ccccc2n1,-28%,?
Cn1cccc1C(=O)N1CCC2(CC1)CCN(C(c1ccccc1)c1ccccc1)CC2,-23%,-8%
COc1cccc(-c2cncnc2NCc2ccccc2OC)c1,-10%,-7%
O=C(Nc1cccc(F)c1)N1CC2(CCN(C(=O)c3ccco3)CC2)C1,-2%,?

# Brought forward from above: 6 entries; new compounds follow.
SMILES,SNCA expr inhib,SNCA viab count
COc1ncc2nc(-c3cc(F)cc(F)c3)c(=O)n(C)c2n1,1%,-5%
Cc1cccc(CNc2cc(-c3cccc(NS(C)(=O)=O)c3)ncn2)c1,-25%,3%
CN(C)Cc1ccccc1-c1nc(NCc2ccccc2)c2ccccc2n1,-28%,?
Cn1cccc1C(=O)N1CCC2(CC1)CCN(C(c1ccccc1)c1ccccc1)CC2,-23%,-8%
COc1cccc(-c2cncnc2NCc2ccccc2OC)c1,-10%,-7%
O=C(Nc1cccc(F)c1)N1CC2(CCN(C(=O)c3ccco3)CC2)C1,-2%,?
Cc1cccc(CNc2nc(-c3ccc(C(=O)N(C)C)cc3)nc3ccccc23)c1,9%,-17%
Cc1noc(C)c1C(=O)N1CCC2(CC1)CCN(c1cccc(-c3ccccc3)c1)CC2,-19%,1%
CN(C)c1ccc(-c2cc(N(C)Cc3ccco3)ncn2)cc1,-20%,1%
CN(C)C(=O)c1ccc(-c2nccc(NCc3cccs3)n2)cc1,-4%,3%
CCNc1ncc2nc(-c3cc(F)cc(F)c3)c(=O)n(CCc3ccccc3)c2n1,?,?
Cn1c(=O)c(-c2cc(F)cc(F)c2)nc2cnc(N3CCOCC3)nc21,-10%,4%
CN1CC[C@@]2(CCCN(C(=O)c3cc(C(F)(F)F)cc(C(F)(F)F)c3)C2)C1,-14%,2%
O=C(c1cnccn1)N1CCC[C@@]2(CCN(c3ccccc3)C2)C1,1%,-9%
COc1ccc(-c2nc3cnc(N4CCOCC4)nc3n(C3CC3)c2=O)cc1,9%,?
COc1ccccc1-c1cncnc1NCc1cnc(C)cn1,4%,8%
COc1ccc2[nH]cc(CCNc3ncncc3-c3ccccc3C)c2c1,?,?
CS(=O)(=O)N1CCC2(CCN(C(=O)Nc3cccc(C#N)c3)CC2)CC1,17%,-2%
COc1ccccc1CNc1nc(-c2cccnc2)nc2ccccc12,-10%,-22%
COc1ncc2nc(-c3ccccc3)c(=O)n(C)c2n1,-1%,-11%
Cn1cccc1C(=O)N1CCC2(CCCN(c3ccccn3)C2)CC1,4%,-10%

# Brought forward from above: two entries; new compounds follow.
SMILES,SNCA expr inhib,SNCA viab count
COc1ncc2nc(-c3ccccc3)c(=O)n(C)c2n1,-1%,-11%
Cn1cccc1C(=O)N1CCC2(CCCN(c3ccccn3)C2)CC1,4%,-10%
COc1ccc2[nH]cc(CCNc3nc(-c4c(C)noc4C)nc4ccccc34)c2c1,5%,-30%
COc1ccc2[nH]cc(CCNc3ncncc3-c3ccoc3)c2c1,?,-9%
N#Cc1ccc(CN2CCC3(CC2)CCN(C(=O)c2ccncc2)CC3)cc1,-10%,-16%
COc1ccccc1-c1cncnc1N(C)Cc1ccco1,-14%,20%
Cn1cccc1C(=O)N1CCC2(CC1)CN(C(=O)Nc1cccc(F)c1)C2,7%,-22%
CCNc1ncc2nc(-c3cccc(C#N)c3)c(=O)n(Cc3cccc(OC)c3)c2n1,7%,15%
CC(=O)NCCNc1nc(-c2cccc(NS(C)(=O)=O)c2)nc2ccccc12,0%,-16%
COc1ccccc1CNc1cc(-c2ccoc2)ncn1,-8%,-1%

# As entered above:
# CC(=O)NCCNc1nc(-c2cccc(NS(C)(=O)=O)c2)nc2ccccc12 – SNCA viab count: -16%
# COc1ccc2[nH]cc(CCNc3nc(-c4c(C)noc4C)nc4ccccc34)c2c1 – SNCA viab count: -30%
# COc1ccc2[nH]cc(CCNc3ncncc3-c3ccoc3)c2c1 – SNCA viab count: -9%
# COc1ccccc1CNc1cc(-c2ccoc2)ncn1 – SNCA viab count: -1%
# N#Cc1ccc(CN2CCC3(CC2)CCN(C(=O)c2ccncc2)CC3)cc1 – SNCA viab count: -16%
# COc1ccccc1-c1cncnc1N(C)Cc1ccco1 – SNCA expr inhib: -14%

# Source: PubChem BioAssay
